Screening results as filed in PubChem BioAssay.
NOD2 inhibition: NOD2 signaling inhibitors, cell-based, luminescence, uHTS, HEK293 (AID 1566). 0.63% of 290,000 active. HEK293 NOD2/NF-kB luciferase reporter, luminescence; higher % means a stronger effect. one-dose inhibition, % at 4 µM; EC50 in µM for titrated hits; note: many of its hits are not listed in these tables
NOD1 inhibition: inhibition of NOD1-driven NF-kB reporter – cell-based, luminescence, uHTS, primary screen (AID 1578); 1% of 290,000 active; one-dose inhibition, % at 4 µM; EC50 in µM for titrated hits; NOD1-driven NF-kB luciferase reporter cells, luminescence; higher % means a stronger effect; in the data active = inhibition mostly above about 36%, no sharp cut-off; inactive = mostly below about 34%;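 note: HEK-293T reporter cells stimulated with the NOD1 agonist gamma-tri-DAP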
Siah-1 displacement: blockers of Siah-1 interaction with plectin peptide – biochemical, fluorescence polarization, rhodamine-plectin, uHTS, primary screen (AID 1817); Siah-1 / rhodamine-plectin peptide fluorescence polarization; higher % means a stronger effect; displacement, % at 20 µM, or IC50 in µM where a hit was titrated; 0.02% of 290,000 active;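 active = displacement of at least 50% at 20 µM, with a fluorescence ratio check between 0.3 and a set limit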;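 note: plate controls were Siah plus tracer with DMSO for no effect and tracer alone without Siah for full effect; strong numbers were not always called active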
PhoP inhibition: inhibitors of PhoP regulon expression, primary screen, Salmonella Typhimurium, GFP reporter (AID 1863) | 0.16% of 300,000 active | S. Typhimurium PhoP-regulated promoter GFP reporter, 4 h; higher % means a stronger effect | one-dose inhibition, % at 50 µM; IC50 in µM for titrated hits;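 active = inhibition over 29.93%, a cutoff 3 SD above the screen mean, later confirmed by dose response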;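 note: 0% = low Mg2+ inducing control and 100% = high Mg2+ repressing control; strong numbers were not always called active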
LYP inhibition: inhibitors of LYP phosphatase, biochemical, fluorescence intensity, uHTS (AID 1779). recombinant LYP phosphatase, fluorescence intensity; higher % means a stronger effect. one-dose inhibition, % at 11.5 µM; IC50 in µM for titrated hits. 0.054% of 290,000 active;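 note: plate controls were vehicle with enzyme for no effect and no enzyme for full effect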
KOR beta-arrestin-1: kappa opioid receptor activators – cell-based, luminescence, uHTS, primary screen (AID 1777); KOR beta-arrestin recruitment, luminescence; higher % means a stronger effect; one-dose activation, % at 10 µM; EC50 in µM for titrated hits; 0.02% of 280,000 active; in the data active = activation above about 50%, passing the limit was not always enough; note: a part of the inactive calls stands beside numbers as strong as those of hits
HIV peptide binding: inhibitors of HIV fusion peptide binding, primary screen, biochemical, uHTS, fluorescence dequenching (AID 1986) | cell-free peptide binding, fluorescence dequenching, 30 min; higher % means a stronger effect | inhibition, % at 20 µM; hits with a dose series show IC50 in µM | 0.3% of 290,000 active; in the data active = inhibition mostly above about 52%, no sharp cut-off; inactive = mostly below about 76%; note: some results filed as inactive read as strong as hits
KOR beta-arrestin-2: KOR antagonists, beta-arrestin recruitment, cell-based, luminescence, uHTS (AID 1778); one-dose inhibition, % at 10 µM; IC50 in µM for titrated hits; 0.091% of 290,000 active; KOR beta-arrestin recruitment, luminescence, antagonist mode; higher % means a stronger effect; note: strong numbers were not always called active
Myeloid diff 2: promotes myeloid progenitor differentiation; ER-HoxA9 myeloid progenitors, lysozyme-GFP differentiation, flow cytometry; calls only at 10 µM; 1% of 360,000 active; AID 624256;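 active = normalized GFP-positive differentiation at or above the plate's own cutoff, the solvent-only control mean plus 3 SD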;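 note: cells exposed to compound for four days before flow analysis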
Myeloid diff 2 GFP+ MAC1+ %: recorded beside Myeloid diff 2, whose call it bears; GFP+ MAC1+ double positive, %; measured here: differentiation confirmed by MAC1 staining
The depositor's hits bear a star; i = inactive; . = not tested or not shown; [ ] = dose if it differs, or a comment. Cut-off read from the data, not from the text of the source, unless noted: active = inhibition above about 50%; inactive = the rest. An excerpt, so the mix of outcomes need not match the whole.

SMILES	NOD2 inhibition	NOD1 inhibition	Siah-1 displacement	PhoP inhibition	LYP inhibition	KOR beta-arrestin-1	HIV peptide binding	KOR beta-arrestin-2	Myeloid diff 2	Myeloid diff 2 GFP+ MAC1+ %
O=C(O)c1ccc(CSc2nnnn2-c2ccc(F)cc2)cc1	20.0%	-2.3%	3.9%	.	-7.4%	-2.8%	-0.6%	22.1%	i	0.3
CC1CCCc2sc3ncn(N)c(=N)c3c21 (stereo not given)	35.2%	7.3%	-3.9%	-0.2%	-7.1%	-0.6%	-1.6%	9.2%[20 µM]	i	0.1
Cn1nnnc1SCC(=O)N1CCN(S(=O)(=O)c2ccccc2)CC1	17.7%	-32.8%	-1.6%	1.3%	-4.5%	-16.4%	0.4%	-13.9%	i	0.2
Cc1ccc(C(=O)Cn2nc(C)c([N+](=O)[O-])c2C)c(C)c1	-22.3%	-40.9%	-3.4%	3.5%	2.0%	1.2%	-2.0%	-12.1%	i	0.9
CCCC(=O)Nc1ccc(C(=O)NN=C(C2CC2)C2CC2)cc1	13.8%	-21.7%	5.0%	2.6%	2.6%	2.5%	1.0%	-29.6%	i	0.1
COCCCN1C(=O)C(=O)/C(=C(/O)c2ccc(S(=O)(=O)N3CCOCC3)cc2)C1c1ccc(C(C)C)cc1 (stereo not given)	6.8%	-25.9%	8.6%	9.0%	-3.1%	13.6%	2.4%	12.3%	i	0.9
C=CCn1c(N)c(C(=O)NC2CCCCC2)sc1=S	3.7%	-26.0%	0.2%	7.8%	3.7%	4.6%	2.6%	-11.7%	i	3.6
Cc1cnc(CN(C)C(=O)c2cc(COc3c(F)cccc3F)on2)[nH]1	-1.4%	-19.7%	-2.1%	12.8%	-7.2%	-3.1%	-1.5%	-4.8%	i	0.2
Nc1ccc2nn(-c3ccccc3)nc2c1	-71.0%	-58.2%	-6.5%	.	2.0%	-5.7%	7.0%	-53.9%	i	1.6
CCn1c(SCC(=O)N(C)c2ccccc2)nc2c([nH]c3ccccc32)c1=O	15.1%	2.9%	-7.9%	0.6%	-2.8%	-4.6%	-2.1%	-8.1%	i	3.3
COc1cccc(NC(=O)NNC(=O)c2ccc3c(c2)NC(=O)C(C)(C)O3)c1	8.0%	-10.0%	-2.4%	3.5%	-5.8%	2.2%	-1.4%	7.0%	i	2.0
CCCCN(C(=O)c1cccc(C)c1)c1c(N)n(CCC)c(=O)[nH]c1=O	-11.7%	-2.9%	-0.8%	-1.3%	-10.5%	5.7%	0.0%	-14.6%	i	1.8
Cc1cc(C)c2oc(-c3ccc(Cl)c(NC(=O)c4ccc(C#N)cc4F)c3)nc2c1	-1.7%	-29.5%	-7.7%	5.5%	-7.6%	-2.1%	-2.1%	-9.0%	i	1.0
CC(=O)NC(CCS(C)(=O)=O)C(=O)Nc1ccccc1Cl (stereo not given)	18.9%	-12.6%	4.0%	-1.6%	-5.5%	0.7%	1.0%	3.5%	i	2.4
CN(C(=O)CSc1nc2cc([N+](=O)[O-])ccc2n1-c1ccc(F)cc1)C1CCS(=O)(=O)C1 (stereo not given)	18.8%	-17.3%	0.8%	-0.7%	-8.5%	-6.2%	-2.7%	19.7%	i	0.4
O=C1CN(c2nc(-c3ccccc3)c3ccccc3n2)c2ccccc2N1	9.2%	-25.3%	4.7%	-1.2%	1.5%	4.8%	3.9%	10.5%	i	0.1
COc1cccc(NC(=O)CNC(=O)c2ccccc2)c1	7.4%	-20.0%	-2.7%	-3.1%	-2.4%	-1.5%	-0.5%	22.7%	.	.
CC(C)OC(=O)c1cc2c(ccn2C)n1CC(=O)N(Cc1ccccc1)c1ccc(F)cc1	6.7%	-9.1%	-1.6%	16.0%	-5.7%	-0.9%	7.0%	-48.6%	i	0.5
O=C(COC(=O)[C@H](Cc1ccccc1)NC(=O)c1cccs1)Nc1c(Cl)cccc1Cl	18.5%	-20.9%	3.5%	0.4%	-3.0%	-3.3%	1.6%	27.5%	i	0.5
Oc1ccc(Br)cc1C=Nc1ccc(Cl)cc1	7.5%	-5.6%	2.9%	-1.2%	-8.5%	-2.1%	-0.3%	-9.2%	i	1.0

Copied from the list.
Cc1ccc(C(=O)Cn2nc(C)c([N+](=O)[O-])c2C)c(C)c1 @ HIV peptide binding: -2.0%
CCn1c(SCC(=O)N(C)c2ccccc2)nc2c([nH]c3ccccc32)c1=O @ HIV peptide binding: -2.1%

Returning to the listing with the 5 entries that preceded the break.
SMILES	NOD2 inhibition	NOD1 inhibition	Siah-1 displacement	PhoP inhibition	LYP inhibition	KOR beta-arrestin-1	HIV peptide binding	KOR beta-arrestin-2	Myeloid diff 2	Myeloid diff 2 GFP+ MAC1+ %
O=C1CN(c2nc(-c3ccccc3)c3ccccc3n2)c2ccccc2N1	9.2%	-25.3%	4.7%	-1.2%	1.5%	4.8%	3.9%	10.5%	i	0.1
COc1cccc(NC(=O)CNC(=O)c2ccccc2)c1	7.4%	-20.0%	-2.7%	-3.1%	-2.4%	-1.5%	-0.5%	22.7%	.	.
CC(C)OC(=O)c1cc2c(ccn2C)n1CC(=O)N(Cc1ccccc1)c1ccc(F)cc1	6.7%	-9.1%	-1.6%	16.0%	-5.7%	-0.9%	7.0%	-48.6%	i	0.5
O=C(COC(=O)[C@H](Cc1ccccc1)NC(=O)c1cccs1)Nc1c(Cl)cccc1Cl	18.5%	-20.9%	3.5%	0.4%	-3.0%	-3.3%	1.6%	27.5%	i	0.5
Oc1ccc(Br)cc1C=Nc1ccc(Cl)cc1	7.5%	-5.6%	2.9%	-1.2%	-8.5%	-2.1%	-0.3%	-9.2%	i	1.0
O=C(CSc1nc2ccccc2n1CC(=O)N1CCCC1)N1CCN(C(=O)c2ccco2)CC1	13.5%	-25.2%	0.4%	0.4%	-0.1%	.	2.5%	.	i	3.1
O=C(CSc1ccccc1)N1CCCC(Nc2ccccc2)C1 (stereo not given)	3.0%	-2.8%	-0.1%	-6.3%	-5.5%	-3.6%	1.9%	-1.8%	i	1.7
CCOC(=O)c1sc(N)c(C(=O)Nc2ccccc2)c1C	-27.7%	-25.3%	7.9%	.	-3.8%	-6.1%	-1.2%	2.8%	i	0.4
CN(C)CC(=O)c1ccc(-c2ccccc2)cc1	-27.6%	-15.0%	8.7%	7.5%	0.7%	16.4%	-1.5%	8.0%	i	0.3
CCCCOc1ccc(-n2nc(C)cc2C)nn1	12.8%	-66.9%	-0.7%	-8.5%	2.5%	2.7%	1.3%	-18.9%	i	0.9
CC(Oc1ccccc1)c1nnc(SCC(=O)NC2CC2)n1C (stereo not given)	6.5%	-0.9%	-7.9%	-2.7%	-7.2%	4.3%	0.4%	-24.6%	i	0.8
CCCCn1c(SCC(=O)NCC2CCCO2)nc2ccc(N3CCOCC3)cc2c1=O (stereo not given)	1.4%	-10.6%	0.7%	7.7%	-0.8%	1.6%	4.3%	1.4%	i	1.6
CCC(=O)N(CCC(Cc1ccccc1)c1ccc2c(c1)OCO2)Cc1ccccc1F (stereo not given)	2.0%	9.0%	3.4%	4.5%	9.7%	1.3%	1.3%	14.6%	i	1.3
Cc1ccc(S(=O)(=O)NCc2nc3nc(C)cc(C)n3n2)c(C)c1	-1.0%	1.0%	10.8%	.	-2.2%	-1.8%	0.5%	12.8%[20 µM]	i	1.9
COc1ccc(-c2nn(C)c(=O)c3ccccc23)cc1CNC(=O)C1CCCCC1	-2.6%	12.6%	-4.0%	-2.0%	0.1%	-3.6%	0.3%	3.2%	i	1.5
CC(=O)c1c(C)[nH]c(C(=O)NC2CCCCC2)c1C	-5.2%	-27.4%	-0.4%	-7.9%	-2.4%	2.6%	1.7%	-36.3%	i	0.0
O=C(c1cccs1)N1CCC(Cc2ccccc2)CC1	-8.8%	-14.3%	3.9%	3.4%	-4.2%	-1.9%	-1.2%	50.0%	i	1.0
COc1ccc(C)cc1NC(=O)C(=O)N/N=C(\C)CC(=O)Nc1cccnc1	-8.4%	-9.2%	8.5%	-3.8%	-2.5%	0.0%	-0.3%	2.7%	i	0.5
C=CCn1c(-c2sc3nc(C)cc(C)c3c2N)n[nH]c1=S	-0.4%	8.7%	-4.2%	1.9%	-8.4%	-2.8%	-2.5%	8.5%	i	0.5
Cc1ccc(CNC(=O)COC(=O)c2ccc(Br)cc2)cc1	6.4%	-10.8%	-0.5%	-16.1%	1.9%	5.9%	0.1%	-41.7%	i	0.5
CC12CCC(=O)N1C(C(=O)Nc1cc(S(=O)(=O)N3CCCCCC3)ccc1OCC(F)(F)F)CS2 (stereo not given)	-4.0%	8.9%	-5.4%	3.1%	-4.9%	3.6%	0.5%	-34.3%	i	0.6
O=[N+]([O-])c1ccccc1NCc1c(O)ccc2ccccc12	9.3%	-5.6%	2.0%	7.3%	2.2%	0.3%	-1.9%	29.5%	i	0.7
CCCCc1nc(NCCN)c(C#N)c2c1CSC(C)(C)C2	10.2%	-7.7%	6.4%	5.9%	-8.9%	-4.2%	0.5%	-31.2%	i	1.5
CN1Cc2c(N3CCOCC3)nc(SCCC#N)c(C#N)c2CC1(C)C	11.1%	1.5%	-0.8%	-12.3%	-1.2%	7.8%	8.1%	-26.6%	i	0.1
COc1cc(CNCCc2ccc(S(N)(=O)=O)cc2)ccc1OCC(=O)NC(C)(C)C	9.0%	-10.8%	-6.7%	15.9%	-8.8%	5.6%	-0.7%	-8.1%	i	1.1
O=C(NCCO)c1ccc2[nH]c3ccccc3c2c1	6.6%	2.1%	-3.0%	7.8%	-7.4%	-6.6%	-1.0%	-9.5%	i	0.6
CCOC(=O)C1CCCN(C(=O)c2cc(S(=O)(=O)N3CCCCC3)ccc2C)C1 (stereo not given)	-3.6%	0.9%	-1.4%	-13.4%	-5.8%	3.7%	-0.4%	7.5%	i	0.5
Cc1c(NC(NC(=O)CC(C)C)C(Cl)(Cl)Cl)c(=O)n(-c2ccccc2)n1C (stereo not given)	-0.8%	-34.1%	-3.1%	0.0%	-7.6%	6.9%	1.8%	-12.1%	i	0.7
COc1ccc(N(CC(=O)NN=C2CCCCCCC2)S(=O)(=O)c2ccccc2)cc1Cl	12.4%	1.9%	1.0%	-1.6%	7.8%	-2.0%	0.9%	16.4%	i	0.8
COc1ccc(C2=CC3=C(Br)C(=O)C(C)(OC(=O)c4ccc(Cl)nc4)C(=O)C3=CO2)cc1 (stereo not given)	13.7%	-4.6%	11.8%	-10.2%	-6.0%	-2.0%	27.7%	14.6%	.	.
CN(C)c1ccc(/C=C(/NC(=O)c2ccccc2)C(=O)NCCCn2ccnc2)cc1	15.2%	1.5%	-1.7%	-6.1%	-3.3%	1.0%	42.4%	3.5%	i	4.0
COc1ccccc1CNC(=O)CCN1C(=O)COc2ccccc21	-5.6%	-45.3%	4.1%	-6.2%	-10.0%	8.9%	-1.0%	-19.7%	i	6.1
CCc1nc2ccc(C)cc2c(C(=O)NC2CCCCC2C)c1C (stereo not given)	16.1%	7.9%	-0.8%	1.2%	-0.6%	3.4%	-1.7%	-21.4%	i	0.8
COc1cccc2cc(C(=O)N3CCCc4ccccc43)oc12	11.7%	-29.9%	2.8%	2.2%	-4.5%	-0.3%	-0.5%	1.1%	i	0.4
